Source: PubChem
Cneo AK release: Cryptococcus neoformans lysis via adenylate kinase release; C. neoformans lysis, adenylate kinase release luminescence, 4 h; normalised: neutral wells 0, clomiphene wells 100; lysis activity, % at 15 µM; actives 0.2% (n = 360,000);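 active = mean lysis activity across replicates of at least 80%, whatever share of replicates individually reach that level; inactive = mean lysis activity below 80%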
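Assay system: log-phase C. neoformans yeast / Quantity: yeast cell density of 5 × 10^6 cells/mL / Medium: fresh YPD growth medium / Compound: single dose / Timing: static 4 h at 37 °C with compound, 1 h detection / Measured by: adenylate kinase release luminescence / Read-out: lysis from increased AK signal / Benchmarks: Clomiphene as positive lysis control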
FN deposit inh: fibronectin deposition inhibition | AH1F fibroblasts, Alexa488-fibronectin deposition fluorescence, overnight | inhibition, % at 12.6 µM | actives 0.086% (n = 350,000);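 active = mean inhibition across replicates of 30% or more, regardless of how many single replicates reach that level; inconclusive = mean under 30% yet at least half of replicates reach 30%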;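 note: positive control wells lacked labelled fibronectin entirely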
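Material: AH1F fibroblast monolayer depositing Alexa488-labelled fibronectin into matrix | Input: 10000 AH1F cells/well | Medium: DMEM plus 2% serum, read in PBS | Reagent: Alexa488-fibronectin, 24 nM final in well | Compound dosing: One dose per compound, pinned | Schedule: 1 h adhesion, overnight exposure | Measured by: Fluorescence at 485 nm excitation, 525 nm emission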
Casp6 inh: inhibitors of human caspase-6 | P55212 | purified caspase-6, Z-VEID-R110 cleavage fluorescence | inhibition, % at 12.5 µM | actives 0.53% (n = 350,000) | AID 686996;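 active = mean inhibition across replicates at least about 35%, with every replicate also reaching that limit, limit read from the data; inconclusive = only one of the two criteria met; inactive = neither criterion met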;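 note: 0% = median of neutral control wells and 100% = no fluorescence left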
Target sequence (P55212 24-179 limits assumed): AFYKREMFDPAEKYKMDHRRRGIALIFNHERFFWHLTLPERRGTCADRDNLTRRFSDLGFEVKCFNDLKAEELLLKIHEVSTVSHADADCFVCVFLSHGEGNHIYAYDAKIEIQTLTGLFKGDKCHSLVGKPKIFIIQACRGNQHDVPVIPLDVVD
Target sequence (P55212 194-293 limits assumed): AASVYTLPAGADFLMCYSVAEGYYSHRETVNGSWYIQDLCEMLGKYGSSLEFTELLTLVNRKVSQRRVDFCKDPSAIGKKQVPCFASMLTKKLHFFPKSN
miR122 inh: inhibitors of miR-122 in Huh7 cells | actives 0.3% (n = 340,000) | Huh7 miR-122 Renilla luciferase sensor, 48 h; neutral wells = 0, positive control = 100 | activation (reporter increase), % at 12.5 µM;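 active = mean replicate activation score at least 90 and every replicate individually at or above 90; inconclusive = only one of the two criteria met; inactive = neither criterion met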;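 note: higher luciferase means less miR-122 activity so hits act as miR-122 inhibitors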
PGC1a acetyl inh: modulators of PGC1a acetylation; U2OS PGC1a acetylation, AlphaScreen anti-acetyl-lysine; with virally co-expressed GCN5 acetyltransferase; inhibition, % at 15.6 µM; actives 0.17% (n = 350,000); AID 651687;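 active = every replicate shows inhibition of at least 40%; inconclusive = mean inhibition at least 40% but some replicate below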;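 note: 0% = neutral control wells and 100% = positive control wells; some results beyond the cut were filed as inactive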
LGR2 antag: inhibitors of bursicon-induced Drosophila LGR2 receptor cAMP signaling | HEK293 LGR2, CRE-luciferase, bursicon-stimulated, 4 h | inhibition, % at 9.99 µM | actives 0.35% (n = 380,000);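 active = drop in luminescence signal, shown as inhibition above about 50% in the replicate tests, limit read from the data, passing the limit was not always enough; inconclusive = probably only some replicates passing the limit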;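 note: agonist challenge used bursicon conditioned medium at about half maximal strength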
PAX8 inh HTS: PAX8 transcriptional activity inhibition. AID 652154. RMG-I TPO-luciferase reporter, SteadyGlo, 24 h. actives 1.2% (n = 360,000). inhibition, % at 12.6 µM;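 active = mean replicate inhibition at least 60% with every replicate also reaching 60%; inconclusive = only one of the two criteria is met; inactive = mean below 60% and not all replicates reaching 60%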;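 note: luciferase light reporting Pax8 driven TPO promoter activity; plate controls were median of neutral control wells for no effect and mitoxantrone controls for full effect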
EWS-Fli block: blocks EWS/Fli oncoprotein-driven transcription. A673 NR0B1-luciferase reporter, viability-normalised. actives 0.67% (n = 350,000). AID 651661. inhibition, % at 12.6 µM;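 active = mean inhibition of at least 50% after viability correction, with every replicate also passing that limit; inconclusive = mean reaches 50% but only one of two replicates passes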;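 note: firefly luciferase signal divided by Alamar Blue viability fluorescence both relative to DMSO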
* = called active by the depositor; u = inconclusive; x = no result given; [ ] = another dose, or the depositor's remark.

SMILES	Cneo AK release	FN deposit inh	Casp6 inh	miR122 inh	PGC1a acetyl inh	LGR2 antag	PAX8 inh HTS	EWS-Fli block
COCC(=O)Nc1nnc(-c2cccs2)s1	1	-20	x	11	-6	x	-26	x
COc1cccc2c1C(=O)c1c(O)c3c(c(O)c1C2=O)CC(O)(C(=O)CO)CC3OC1CC(N(C)C)C(O)C(C)O1 (centres undefined)	x	-1	-6	-17	33	x	112*	64*
Cc1ccccc1N1CC(C(=O)N2CC(C)CC(C)C2)CC1=O (centres undefined)	0	x	-5	-10	6	0	-3	-1
COc1ccccc1-c1cccc(-c2nc(C(=O)N3CCCCC3)cc3c2[C@H](CCO)N(S(=O)C(C)(C)C)C3)c1 (some centres undefined)	9	-16	3	3	-4	12	18	2
COc1ccc(S(=O)(=O)Nc2ccc3c(c2)C(=O)N([C@@H](C)CO)C[C@@H](C)[C@@H](CN(C)Cc2ccc(-c4ccccc4)cc2)O3)cc1	-2	x	-2	-19[16.7 µM]	0	-3	x	0
Cc1ccc(S(=O)(=O)N[C@H]2CC[C@H](CCNC(=O)C3CCOCC3)O[C@H]2CO)cc1	-9	-7	-6	x	-13	8	-21	8
COc1ccccc1Oc1cc(-n2nc(C)cc2C)ncn1	5	x	x	-1	-6	10	-4	x
CC(=O)Nc1ccc(S(=O)(=O)NC2(C(F)(F)F)NC(=O)N(c3ccc(C)cc3)C2=O)cc1 (centres undefined)	2	x	-2	-4	-2	-3	3	x
CCNc1nc(N)nc(Oc2ccc(OCCOc3ccc(Cl)cc3Cl)nn2)n1	1	-4	1	-1	-16	-13	x	x
CCOCCCNC(=O)N[C@H](C(=O)OC)C(C)CC (some centres undefined)	x	0	2	x	3	8	9	4
COc1ccccc1C(=O)NCC(=O)NCCCN1CCOCC1	0	-1	-3	-3	2	3	-13	3
CC(NC(=O)COC(=O)Cc1ccsc1)c1ccccc1 (centres undefined)	x	4	2	x	x	7	-9	10
CCOc1ccc(NC(=O)CN(C)C(=O)c2ccc(NC3CC3)c([N+](=O)[O-])c2)cc1OCC	x	2	3	-7	-10	-2	11	7
Cc1cc2c(cc1S(=O)(=O)NCCc1ccc(Cl)cc1)OCC(=O)N2	-1	0	1	74	2	7	19	6
COc1ccc(-c2nc3c(s2)CN(S(C)(=O)=O)CC3)cc1OC	-5	0	-1	-10	6	5	-46	-26
CCn1c(P(C)(=O)O)nc2cc(NC(=O)c3ccccc3Cl)ccc21	x	2	0	-1	-2	-3	7	9
CC=Cc1ccc2n(c1=O)C[C@@H]1[C@@H](CO)[C@H](C(=O)N3CCCCC3)[C@H]2N1C(=O)C1CCC1 (mixture of isomers)	-4	x	0	x	x	7	x	-2
O=C(c1ccc([N+](=O)[O-])cc1)N1CCCC1	-6	-2	7	-2	9	7	11	6
CC(=O)N1CCN(C(=O)c2cccc(S(=O)(=O)N3CCN(c4ccccc4)CC3)c2)CC1	-1	0	20	x	x	-2	3	-1
CCN(C(=O)COC(=O)c1ccc([N+](=O)[O-])o1)c1cccc2ccccc12	0	9	7	x	x	11	13	1
O=C(CCn1cccn1)Nc1ccc2c(c1)OCCO2	-2	10	-4	0	4	14	-80	x
Cc1ccccc1NC(=O)/C(=C/c1cccs1)NC(=O)c1ccco1	x	2	2	x	x	-9	-4	0
CS(=O)(=O)Nc1ccc2c(c1)[C@H]1C[C@H](CC(=O)NCc3cccnc3)O[C@@H](CO)[C@H]1O2	2	-5	2	-1[16.7 µM]	-2	3	-6	-7
CNC[C@@H]1Oc2cc(C#Cc3ccncc3)ccc2S(=O)(=O)N([C@@H](C)CO)C[C@@H]1C	0	5	x	x	-11	4	31	-1
C=CC(C)Sc1nc2c(c(=O)n(C)c(=O)n2C)n1Cc1ccccc1Cl (centres undefined)	4	2	0	-8	-13	-7	2	-2
NS(=O)(=O)c1ccc(CCNC(=O)CN2CCN(S(=O)(=O)c3ccccc3F)CC2)cc1	-2	x	7	-2	9	-16	8	0
COc1ccc(/C=C(\NC(=O)c2ccccc2)C(=O)OC[C@@H]2CCC[N+]3(C)CCCCC23)cc1OC (some centres undefined)	9	4	1	-3	x	11	-9	-15
O=C(Nc1ccc2oc(=O)ccc2c1)c1ccc2ccccc2c1	-1	-6	-1	-1	-6	-20	-53	-107
O=C(C[C@@H]1CC[C@H]2[C@@H](COC[C@H](O)CN2CC2CCOCC2)O1)NCC1CCCCC1	-3	2	-2	-1[16.7 µM]	0	-15	-6	1
C[C@H]1CN([C@@H](C)CO)C(=O)c2ccccc2-c2ccccc2CO[C@@H]1CN(C)S(=O)(=O)c1ccc([N+](=O)[O-])cc1	x	-15	-5	x	-5	5	-1	-3
COc1cc(/C=C2\Oc3ccc(C#Cc4ccc(O)cc4)cc3C2=O)cc(OC)c1	0	x	0	-11	-7	-8	x	x
CCN(CC)CC(=O)NN(Cc1ccccc1)c1ccccc1	x	3	3	x	8	-3	0	6
CC1(C)CC(=O)C=C(c2ccccc2-c2ccc3cc[nH]c3c2)C1=O	2	-3	-2	6	x	14	15	5
COc1ccc(NC(=O)N(C)C[C@@H]2Oc3ccc(NC(=O)CCN4CCOCC4)cc3CC(=O)N([C@H](C)CO)C[C@H]2C)cc1	-4	x	-1	3[16.7 µM]	3	-5	-7	-1
CCc1nccn1CCC(=O)N1CCCC(N2CCN(c3ccccc3C)CC2)C1 (centres undefined)	3	-3	-5	x	x	0	0	5
COc1ccc(NC(=O)Nc2ccc3c(c2)C(=O)N([C@H](C)CO)C[C@@H](C)[C@@H](CN(C)S(=O)(=O)c2c(C)noc2C)OCCCC[C@H](C)O3)cc1	x	x	1	x	8	-7	-24	-8
CC(=O)c1ccc(-c2ccccc2OC(F)(F)F)o1	x	-5	-2	x	x	6	-5	7
O=C(Cc1cccnc1)N1CC[C@H]2[C@H](CO)Nc3ccc(C#Cc4cccc(F)c4)cc3[C@H]21	x	4	-1	x	5	-4	x	x
CO[C@H]1CN(C)C(=O)c2ccc(NC(=O)NC(C)C)cc2OC[C@@H](C)N(Cc2ccccn2)C[C@H]1C	1	12	0	x	-4	-14	-11	7
Cc1nn(C)c(C(=O)NC(=S)Nc2ccccc2Br)c1Cl	-1	x	2	6	x	-10	-57	x

Looked up by structure from the list above:
SMILES	Cneo AK release	FN deposit inh	Casp6 inh	miR122 inh	PGC1a acetyl inh	LGR2 antag	PAX8 inh HTS	EWS-Fli block
CO[C@H]1CN(C)C(=O)c2ccc(NC(=O)NC(C)C)cc2OC[C@@H](C)N(Cc2ccccn2)C[C@H]1C	1	12	0	x	-4	-14	-11	7
CC(=O)c1ccc(-c2ccccc2OC(F)(F)F)o1	x	-5	-2	x	x	6	-5	7
CNC[C@@H]1Oc2cc(C#Cc3ccncc3)ccc2S(=O)(=O)N([C@@H](C)CO)C[C@@H]1C	0	5	x	x	-11	4	31	-1
C[C@H]1CN([C@@H](C)CO)C(=O)c2ccccc2-c2ccccc2CO[C@@H]1CN(C)S(=O)(=O)c1ccc([N+](=O)[O-])cc1	x	-15	-5	x	-5	5	-1	-3

Next compounds:
SMILES	Cneo AK release	FN deposit inh	Casp6 inh	miR122 inh	PGC1a acetyl inh	LGR2 antag	PAX8 inh HTS	EWS-Fli block
COc1ccc(-c2ccnc(-c3ccc(O)cc3)n2)cc1	x	-1	-3	x	-5	-25	-28	29
CCOC(=O)COn1c(=O)c(-c2ccc(C)cc2)[n+]([O-])c2ccccc21	1	2	-1	x	7	-2	-50	-56
O=C(Nc1ccc2c(c1)OCO2)c1csc([C@H]2C[C@H](O)[C@@H](CO)O2)n1	-1	6	-2	2	6	-17	-89	-41
COc1cccc(NC(=O)c2nc(S(C)(=O)=O)ncc2Cl)c1	0	5	4	-21	x	1	11	59*
Cc1cccc(NC(=O)CSCC(=O)Nc2ccccc2N2CCCC2)c1	0	-2	-117	-2	x	8	7	13
C[C@H]1CN([C@@H](C)CO)C(=O)c2cccc(NS(=O)(=O)c3ccc(F)cc3)c2O[C@@H]1CN(C)C	1	-10	2	-2[16.7 µM]	-3	12	3	2
Cc1cc(C)cc(NC(=O)Cn2cc(C=O)c3ccccc32)c1	-1	-4	-2	x	x	15	1	20
CCc1ccc(NC(=O)CSc2nnc(Cc3cccn3C)n2-c2ccc(OC)cc2)cc1	-2	-3	0	4	-1	6	0	9
O=C(O)CSc1nc(-c2ccc(Cl)cc2)nc2c1oc1ccccc12	2	-1	10	-8	x	5	30	7
COc1ccc(C(=O)COC(=O)c2cc(S(=O)(=O)NCc3ccccc3)ccc2O)cc1	x	7	-2	5	9	1	-11	-2
COCCN(C(=O)COC(=O)c1ccc(Cl)nc1)c1c(N)n(Cc2ccccc2)c(=O)[nH]c1=O	x	6	2	-2	x	6	-1	4
CCN(CC)CC(=O)NC1CCCc2c1cnn2-c1cc(F)cc(F)c1 (centres undefined)	0	9	-2	-4	x	-41	2	-7
COc1ccc(S(=O)(=O)N(C)C[C@@H]2OCCCC[C@H](C)Oc3ccc(NC(=O)Nc4ccccc4)cc3C(=O)N([C@@H](C)CO)C[C@@H]2C)cc1	1	-1	x	11[16.7 µM]	-5	-2	22	6
CCC(CC)C(=O)Nc1cccc(C(=O)Nc2ccc3c(c2)OCO3)c1	-1	x	2	4	5	-33	x	-61
Cn1c(CCC(=O)OCC(=O)NCc2ccc3c(c2)OCO3)nc(=O)c2ccccc21	0	3	0	0	x	5	13	-1
O=C(Nc1ccc(N2CCCC2)c(Cl)c1)c1ccc(Br)o1	-5	x	-3	8	-16	-95	x	x
O=C(CN1CCC(NC(=O)C2CCCCC2)CC1)Nc1cccc(F)c1	-1	-1	2	-4	0	-6	21	0
CC(C)CCn1c(SCC#N)nc2c(sc3ccccc32)c1=O	-3	9	x	4	-7	x	1	x
COCC(=O)Nc1ccc2c(c1)[C@@H]1C[C@H](CC(=O)NCc3cccnc3)O[C@@H](CO)[C@@H]1O2	0	x	-3	2[16.7 µM]	7	4	6	-7
COc1cc(NC(=O)c2cc(C)no2)cc(OC)c1OC	-3	2	1	-3	5	-1	4	-3
O=C(Cc1ccccc1)N1C[C@@H]2[C@H](c3ccccc31)[C@@H](CO)N2C(=O)Nc1ccc(F)cc1	-1	x	-2	u	-5	2	-1	7
CN(C)c1oc(-c2cccs2)nc1C#N	3	x	x	1	41	3	x	x
CCC1=[N+](C)CCn2c(C)ccc21	-2	x	x	0	6	-19	x	x
O=C(O)CN1C(=O)/C(=C\c2cccc(OCc3ccc(Cl)cc3Cl)c2)SC1=S	-2	-5	60*	5	-1	-50	-7	-38
CC(=O)NC1(C(F)(F)F)NC(=O)N(c2ccc(F)cc2)C1=O (centres undefined)	-7	x	-1	-2	7	4	-6	7
Cc1ccsc1/C=N/NC(=O)c1ccc2ccccc2c1	0	12	-2	3	1	-62	-91	x
Cc1ccc(CN2CC(C(=O)Nc3ccc(S(=O)(=O)N4CCCCC4)cc3)CC2=O)cc1 (centres undefined)	1	-3	-2	-2	-5	6	5	-2
COC(=O)c1ccc2nc(-c3ccc(OC)c(OC)c3)c(Cc3ccccc3OC)n2c1	0	-5	3	5	-2	-2	20	5
Cc1cc(=O)[nH]c(NCCO)n1	x	4	1	x	x	10	13	-5
C[C@@H]1CN([C@@H](C)CO)C(=O)c2cc(C#CC3CCCCC3)cnc2O[C@@H]1CN(C)S(C)(=O)=O	4	-21	4	8[16.7 µM]	3	-7	-2	-1
